WRN helicase inh: inhibitors of human WRN helicase; actives 0.46% (n = 360,000); AID 651768; Q14191; WRN helicase unwinding, fluorescent forked duplex, kinetic; Potency, µM (top dose mostly 114 µM), inactives show at the top dose activity change, negative = inhibition, most hits filed as inhibitors; further: potency means the concentration at half of the fitted maximal effect; on the % scale 0 is the no-effect control and ±100 the full control effect; nearly all actives have a fitted effect of over 55% in size
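WRN at 20 nM final was preincubated with compound for 15 min at room temperature; reaction started with 100 nM forked duplex oligonucleotide carrying fluorophore and quencher plus 2 mM ATP (final). Unwinding followed kinetically by red fluorescence (ex 525/em 598 nm).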
EPAC1 antag: EPAC1 (human) antagonism | Potency, µM (top dose mostly 115 µM), for the others: top-dose activity change, negative = inhibition, usual class: inhibitors | actives 0.14% (n = 360,000) | EPAC1 GEF assay, Rap1b-BODIPY-GDP exchange fluorescence | O95398;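 further: potency means the concentration at half of the fitted maximal effect; plate controls were vehicle for no effect and positive control for full effect; nearly all actives have a fitted effect of over 50% in size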
PI5P4K alpha inh: blocks human PI5P4K alpha kinase activity. PI5P4Kalpha enzyme, ADP-Glo luminescence, 60 min; active compounds read low. max response, %. actives 1.2% (n = 330,000). AID 652105; active means max response of -50% or lower; inconclusive means between -30% and -50%; inactive means -30% or higher; further: value at the top dose of about 77 µM; on the % scale 0 is the no-effect control and ±100 the full control effect
Target sequence (P48426 whole entry, looked up): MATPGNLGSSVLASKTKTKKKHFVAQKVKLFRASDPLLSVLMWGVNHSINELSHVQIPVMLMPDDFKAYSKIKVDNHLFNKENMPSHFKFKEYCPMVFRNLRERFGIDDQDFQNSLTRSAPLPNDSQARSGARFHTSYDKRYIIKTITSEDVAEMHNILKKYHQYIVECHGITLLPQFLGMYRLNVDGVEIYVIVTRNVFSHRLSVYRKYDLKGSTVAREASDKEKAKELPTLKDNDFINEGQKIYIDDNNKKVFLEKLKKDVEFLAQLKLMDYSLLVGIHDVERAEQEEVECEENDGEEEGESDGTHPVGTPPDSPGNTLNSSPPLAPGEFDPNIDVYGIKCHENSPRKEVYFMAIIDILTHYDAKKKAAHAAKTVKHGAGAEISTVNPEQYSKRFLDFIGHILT
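Single end-point luminescence (ADP-Glo) quantified ADP from PI5P4Kalpha turnover; ATP 5 microM final, 1 h at RT, 0.1% CHAPS and 0.28 mM EGTA in HEPES pH 7.4.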
PLK1 PBD block: PLK1 (human) polo-box domain binding inhibition; actives 2.8% (n = 360,000); Plk1 PBD binding of FITC phosphopeptide, fluorescence polarization; P53350; Potency, µM, without a hit: max response, negative = inhibition, usual class: inhibitors; further: potency means the concentration at half of the fitted maximal effect; series mostly up to about 57 µM; on the % scale 0 is the no-effect control and ±100 the full control effect; nearly all actives have a fitted effect of over 65% in size
Target sequence (P53350 whole entry, looked up, the tested form may be a part): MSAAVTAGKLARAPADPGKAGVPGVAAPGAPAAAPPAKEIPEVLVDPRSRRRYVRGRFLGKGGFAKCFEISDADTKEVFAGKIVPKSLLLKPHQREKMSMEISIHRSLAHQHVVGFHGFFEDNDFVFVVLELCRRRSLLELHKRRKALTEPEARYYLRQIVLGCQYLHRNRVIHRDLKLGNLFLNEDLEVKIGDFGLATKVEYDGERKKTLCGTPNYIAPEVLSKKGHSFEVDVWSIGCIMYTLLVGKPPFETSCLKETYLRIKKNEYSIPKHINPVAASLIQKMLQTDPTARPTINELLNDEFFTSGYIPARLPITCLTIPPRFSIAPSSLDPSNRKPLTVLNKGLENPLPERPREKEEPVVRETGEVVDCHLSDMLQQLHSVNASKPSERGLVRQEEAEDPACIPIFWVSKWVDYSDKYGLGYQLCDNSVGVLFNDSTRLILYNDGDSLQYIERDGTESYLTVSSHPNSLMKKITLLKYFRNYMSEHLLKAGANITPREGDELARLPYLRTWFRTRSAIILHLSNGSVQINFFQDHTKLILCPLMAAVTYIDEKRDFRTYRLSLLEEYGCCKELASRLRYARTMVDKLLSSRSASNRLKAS
EPAC2 antagonist: antagonists of human EPAC2. Q8WZA2. EPAC2 GEF exchange of Rap1B-BODIPY-GDP, fluorescence. Potency, µM (highest dose often 114 µM), for the others: at the top dose activity, negative = inhibition, actives largely listed as inhibitors. actives 0.18% (n = 360,000). AID 720708; further: potency means the concentration at half of the fitted maximal effect; on the % scale 0 is the no-effect control and ±100 the full control effect; nearly all actives have a fitted effect of over 45% in size; many of its hits are not listed in these tables
EPAC1 ag: activates human EPAC1 exchange factor. EPAC1 agonist qHTS, biochemical assay; response scale: 100% = response to 6.5 mM cAMP. Potency, µM (titrated, usually from 154 µM), without a hit: at the highest dose activation, most hits filed as activators. actives 0.073% (n = 360,000); further: potency means the concentration at half of the fitted maximal effect; nearly all actives have a fitted effect of over 60% in size
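Nucleotide exchange by EPAC1 (100 nM) on Rap1B–BODIPY-GDP (250 nM) in the presence of 50 uM GDP is tracked fluorescently at 480/540 nm over 30 min. Signals are normalized to a 6.5 mM cAMP control.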
MmCpn inh: inhibitors of Methanococcus maripaludis chaperonin (MmCpn) | purified Mm-Cpn ATPase, ADP Transcreener TR-FRET | Potency, µM (titrated, usually from 76.9 µM), for the others: at the top dose activity, negative = inhibition, usual class: inhibitors | actives 0.031% (n = 330,000); further: potency means the concentration at half of the fitted maximal effect; on the % scale 0 is the no-effect control and ±100 the full control effect; nearly all actives have a fitted effect of over 80% in size
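Purified archaeal chaperonin (25 nM final) was preincubated with compound for 10 min at 37°C, then ATP (10 uM final) was added for 30 min at 37°C in Tris pH 7.4/KCl/MgCl2/DTT buffer. ADP was quantified by HTRF Transcreener TR-FRET.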
CCT chaperon mod: changes cytosolic chaperonin activity. purified chaperonin ATPase assay, HTRF ADP detection, 30 min. activity change, % (no concentration beside the values), hits read low. actives 0.3% (n = 360,000). AID 651819; in the data active means activity change below about -30%; further: on the % scale 0 is the no-effect control and ±100 the full control effect
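We incubate TRiC, 40 or 20 nM final, with library compounds at 76 uM and 10 uM ATP for 30 min at 37 °C. ADP formed is detected with Transcreener HTRF reagents after 30 min at room temperature.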
Starred values were filed as active, the others as inactive; ? = inconclusive; · = no result given; [ ] = remark or other dose. Unless noted, the call rests on the fitted dose curve; in most records, active means well fitted curve in the direction sought with a large enough effect; inconclusive means small, poorly fitted or top-dose-only effect, or another doubt; inactive means no such curve, though single readings can be large; an effect the other way counts as inactive or inconclusive. Only part of the results is shown. The share of hits here may be higher or lower than overall.

1) Cc1cc2c(cc1C)C(c1cccc(F)c1)CC(=O)N2 (stereo not given)
2) C[C@H](N)C(=O)N1CCC(C(=O)N[C@@H](Cc2ccccc2)C(=O)Nc2ccc(F)cc2)CC1
3) O=[N+]([O-])c1cc(C(F)(F)F)cc([N+](=O)[O-])c1NCCN1CCNCC1
4) Cc1ccc(S(=O)(=O)N2CCC(C(=O)OCC(=O)N(C)C3CCCCC3)CC2)cc1C
5) COc1ccc(-n2nnc3c(SCC(=O)Nc4ccccc4F)ncnc32)cc1
6) Cc1nnc(N2CCN(Cc3ccccc3)CC2)[nH]c1=O
7) O=C(CCN1C(=O)/C(=C\c2ccco2)SC1=S)Nc1ccc(C(=O)O)c(O)c1
8) COc1ccc(/C=C/C(=O)NCC(=O)N/N=C/c2cccs2)cc1
assay / compound,1,2,3,4,5,6,7,8
WRN helicase inh,1%,4%,-2%,-1%,-3%,-4%,50µM*,-4%
EPAC1 antag,1%,5%,1%,-2%,2%,-5%,?,6%
PI5P4K alpha inh,-3,-2,10,-8,1,6,-74*,-22
PLK1 PBD block,0%,0%,-8%,3%,-6%,-16%,?,7%
EPAC2 antagonist,-9%,4%,-8%,1%,2%,20%,-6%,15%
EPAC1 ag,-2%,-15%,13%,-8%,8%,-17%,8%,-3%
MmCpn inh,2%,1%,1%,0%,2%,-6%,3%,-2%
CCT chaperon mod,-1.2,-3.0,-1.1,-6.8,-0.8,-1.7,-0.2,-0.1

Four of the entries above in order of the EPAC1 antag value, high to low:
cpd	SMILES	EPAC1 antag
8	COc1ccc(/C=C/C(=O)NCC(=O)N/N=C/c2cccs2)cc1	6%
2	C[C@H](N)C(=O)N1CCC(C(=O)N[C@@H](Cc2ccccc2)C(=O)Nc2ccc(F)cc2)CC1	5%
5	COc1ccc(-n2nnc3c(SCC(=O)Nc4ccccc4F)ncnc32)cc1	2%
6	Cc1nnc(N2CCN(Cc3ccccc3)CC2)[nH]c1=O	-5%

More entries:
9) Cc1cccc(-n2ncc3c2CCCC3NC(=O)Cn2cccn2)c1C (stereo not given)
10) CCCOC(=O)c1ccc(NC(=O)c2ccoc2C)cc1
11) O=C1C2CCCN2C(c2ccc(F)c(F)c2)N1c1cccc(Cl)c1 (stereo not given)
12) Oc1ccccc1Nc1nc(-c2ccccc2O)nc2ccccc12
13) Cc1ccc(S(=O)(=O)N2CC(C(=O)O)Oc3ccccc32)cc1 (stereo not given)
14) CCOC(=O)CN1C(=O)N2C[C@H]3CON(C)[C@H]3C[C@H]2c2ccccc21
15) Cc1c(Cl)cccc1-n1cnc(=O)c2ccccc21
16) O=C(CNc1ccccc1N1CCCC1=O)Nc1cc(C(F)(F)F)ccc1-n1cncn1
assay / compound,9,10,11,12,13,14,15,16
WRN helicase inh,?,-2%,4%,-6%,-27%,9%,-1%,-7%
EPAC1 antag,5%,-6%,-10%,-3%,0%,15%,6%,2%
PI5P4K alpha inh,1,3,0,11,-3,-10,-6,-4
PLK1 PBD block,-1%,-8%,-4%,2%,-7%,-5%,8%,-2%
EPAC2 antagonist,11%,-3%,-22%,-26%,-10%,-1%,2%,0%
EPAC1 ag,0%,10%,0%,12%,5%,-14%,-6%,-40%[inhibitor]
MmCpn inh,-2%,-1%,2%,-2%,1%,·,·,0%
CCT chaperon mod,0.3,-2.6,-0.4,1.1,1.2,-0.8,-1.0,0.8

17) Cc1nnc(SCC(=O)c2cc(C)n(C3CC3)c2C)s1
18) CCOc1ccccc1N1CCN(CC(=O)Nc2ncc(C)s2)CC1
19) O=C(OC1Cn2c(=O)ccc(=O)n2C1)c1ccc([N+](=O)[O-])cc1
20) O=C(NCCN1CCN(C(=O)c2ccccc2Cl)CC1)C(=O)NCc1ccccc1
21) CCOC(=O)c1c(NC(=O)C2c3ccccc3Oc3ccccc32)sc(C(C)=O)c1C
22) CCN(CC)CCCn1c2c(c(SCC(=O)Nc3cc(OC)cc(OC)c3)nc1=O)CCC2
23) CCOC(=O)c1cc2c(ccn2C)n1CC(=O)N(C)C
24) Cc1ccc2cc(CN(CC3CCCO3)C(=O)Nc3ccccc3F)c3nnnn3c2c1 (stereo not given)
assay / compound,17,18,19,20,21,22,23,24
WRN helicase inh,-7%,5%,-6%,-2%,-8%[57.1 µM],-2%,10%,-2%
EPAC1 antag,-7%,-21%,10%,1%,5%,6%,0%,-9%
PI5P4K alpha inh,0,3,8,0,·,-3,2,3
PLK1 PBD block,-4%,-10%,1%,-8%,1%,-13%,-2%,-2%
EPAC2 antagonist,9%,3%,6%,4%,0%,-17%,1%,7%
EPAC1 ag,7%,4%,1%,4%,7%,-5%,-8%,1%
MmCpn inh,-1%,-1%,0%,1%,-7%,0%,-1%,0%
CCT chaperon mod,2.9,-0.6,-0.8,-1.0,1.0,-0.1,-1.3,0.1

Reprinted: compounds 17 to 18
17) Cc1nnc(SCC(=O)c2cc(C)n(C3CC3)c2C)s1
18) CCOc1ccccc1N1CCN(CC(=O)Nc2ncc(C)s2)CC1
assay / compound,17,18
WRN helicase inh,-7%,5%
EPAC1 antag,-7%,-21%
PI5P4K alpha inh,0,3
PLK1 PBD block,-4%,-10%
EPAC2 antagonist,9%,3%
EPAC1 ag,7%,4%
MmCpn inh,-1%,-1%
CCT chaperon mod,2.9,-0.6

Continued:
25) Cc1ccc(OCC(=O)NCc2cccnc2)cc1
26) COc1cc(/C=C2/C(=N)N3C(=NC2=O)SN=C3S(C)(=O)=O)ccc1OS(=O)(=O)c1ccc(C)cc1
27) O=C(CCCn1cnc([N+](=O)[O-])n1)Nc1cccc(O)c1
28) CCOC(=O)C1C(=O)NC(C(=O)OCC)(C(=O)OCC)C1CC (stereo not given)
29) CCCCOc1ccc(C(=O)OC2CC(C)N(C)CC2C)cc1 (stereo not given)
30) Cc1c(Cl)cccc1NC(=S)NC1CCN(Cc2ccccc2)CC1
31) O=C(COc1ccc(S(=O)(=O)N2CCCC2)cc1)N1CCN(c2ccccc2F)CC1
32) COc1cc2c(cc1OC)C(c1cc(C)ccc1C)CC(=O)N2 (stereo not given)
assay / compound,25,26,27,28,29,30,31,32
WRN helicase inh,-5%,?,0%,12%,-1%,-1%,0%,1%
EPAC1 antag,-17%,50µM*,-7%,-17%,-2%,0%,13%,0%
PI5P4K alpha inh,9,-79*,?,6,1,4,-2,0
PLK1 PBD block,-12%,27µM*,-20%,-7%,1%,-2%,0%,2%
EPAC2 antagonist,0%,?,15%,-7%,-7%,0%,-10%,-24%
EPAC1 ag,8%,-4%,0%,-4%,-1%,5%,4%,-1%
MmCpn inh,2%,-5%,-2%,·,-2%,-4%,-5%,1%
CCT chaperon mod,0.5,-1.4,-0.6,-2.3,0.4,-1.5,1.3,-0.1

33) CC(=O)Nc1ccc(NS(=O)(=O)c2ccc3c(c2)oc(=O)n3C)cc1
34) O=C(CSc1nnc(CNC(=O)c2ccccc2)o1)Nc1nccs1
35) Cc1noc(C)c1C(=O)Nc1ccc2ccccc2c1
36) COc1ccc(CCNC(=O)c2cc(S(=O)(=O)N3CCOCC3)cn2C)cc1OC
37) NS(=O)(=O)c1ccc(S(=O)(=O)N2CCN(C3CCCC3)CC2)cc1
38) COc1ccc(C(=O)Nc2ccc(S(=O)(=O)Nc3nccnc3OC)cc2)cc1OC
39) CCCNC(=O)COc1ccc(-c2nn(C)c(=O)c3ccccc23)cc1
40) CCOCCCn1c(SCC(=O)Nc2cc(C(C)(C)C)nn2-c2ccccc2)nc2ccccc2c1=O
assay / compound,33,34,35,36,37,38,39,40
WRN helicase inh,9%,-3%,3%,-15%,5%[57.1 µM],-12%[57.1 µM],-29%,3%
EPAC1 antag,10%,-6%,-10%,-22%,-3%,1%,-11%,-3%
PI5P4K alpha inh,-4,9,-8,12,-3,-6,13,-3
PLK1 PBD block,4%,-6%,-9%,-6%,-1%,4%,-7%,-4%
EPAC2 antagonist,8%,15%,-7%,3%,2%,2%,-1%,5%
EPAC1 ag,11%,-7%,-2%,-14%,14%,-4%,4%,-6%
MmCpn inh,-1%,2%,1%,-24%,1%,0%,1%,2%
CCT chaperon mod,-0.7,3.3,-1.2,-0.2,0.4,1.8,0.3,1.0

41) CNS(=O)(=O)c1cc(NC(C)=O)c(C)cc1C
42) O=C(N/N=C/c1ccc(OCc2cnc(Cl)s2)cc1)c1ccncc1
43) CCN1CCCC1CNC(=O)c1cc(N)ccc1OC (stereo not given)
44) O=C(CN1CCC(c2nc3ccccc3[nH]2)CC1)NCc1ccc2c(c1)OCO2
45) CCN(CC)c1ccc(-c2nc3cnccn3c2NC2CCCC2)cc1
46) Cc1ccc(C2(C)NC(=O)N(CC(=O)N3CCN(C(=O)c4cccs4)CC3)C2=O)cc1 (stereo not given)
47) CS(=O)(=O)N(CC(=O)NCCSCc1ccco1)c1ccc2c(c1)OCO2
48) NC(=O)NNc1cccc(Cl)n1
assay / compound,41,42,43,44,45,46,47,48
WRN helicase inh,-1%,0%,-21%,-10%,-13%,-5%,-6%,-4%
EPAC1 antag,-4%,-4%,-12%,-11%,-10%,3%,-8%,1%
PI5P4K alpha inh,6,-1,0,·,·,3,3,-4
PLK1 PBD block,-21%,0%,2%,-5%,3%,1%,-4%,-5%
EPAC2 antagonist,-1%,-7%,-4%,-3%,-9%,4%,2%,-14%
EPAC1 ag,3%,11%,5%,6%,16%,-8%,-1%,7%
MmCpn inh,-1%,0%,·,-3%,2%,0%,0%,2%
CCT chaperon mod,-0.4,1.4,-1.9,-1.0,-1.4,-3.9,-2.4,-0.1

49) CC(C)CC(O)(c1ccccc1)C(CN1CCOCC1)c1ccccc1 (stereo not given)
50) CCOc1ccc(NC(=O)C/C(C)=N/NC(=O)COc2ccc(Br)cc2C)cc1
51) Cc1ccc(S(=O)(=O)/C(C#N)=C/c2c(N3CCN(C)CC3)nc3ccccn3c2=O)cc1
52) CCOC(=O)NC(=O)/C(C#N)=C\Nc1sccc1C(=O)OC
53) CC1CN(S(=O)(=O)c2cc(C(=O)NCCCN3CCCC3=O)ccc2Cl)CC(C)O1 (stereo not given)
54) O=S(=O)(/N=C(/Nc1ccc(F)c(F)c1F)c1ccccc1)c1ccccc1
55) CCN1CCN(C(=O)c2ccccc2NS(=O)(=O)c2ccc(Cl)cc2)CC1
assay / compound,49,50,51,52,53,54,55
WRN helicase inh,2%,-15%,-1%,2%,-9%,-36%[57.1 µM],12%
EPAC1 antag,-7%,-9%,-1%,5%,-13%,18%,-6%
PI5P4K alpha inh,8,32,3,-19,2,-1,-6
PLK1 PBD block,-4%,-3%,-10%,-11%,-5%,-1%,-8%
EPAC2 antagonist,1%,-2%,-7%,-2%,-21%,-1%,9%
EPAC1 ag,-16%,3%,-4%,12%,0%,-2%,-6%
MmCpn inh,1%,-3%,1%,0%,0%,-1%,-2%
CCT chaperon mod,0.0,0.8,-0.5,-2.3,4.2,-2.2,0.8

Screening data: PubChem BioAssay, National Center for Advancing Translational Sciences (NCATS)
